Compound activity: PubChem, several laboratories
phage Ecoli inh – E. coli growth loss with phage present; growth absorbance; inhibition, % at 11.9 µM; 360,000 tested, 0.26% active; AID 651602; in the data active = inhibition above about 11%
OPRM1-OPRD1 ag – agonists of human mu-delta opioid receptor heterodimerization; AID 504326; 340,000 tested, 0.3% active; activation, % at 9.3 µM; P35372+P41143; cells, OPRM1-OPRD1 heterodimerization, luminescence; in the data active = activation above about 18%;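 note: 0% = vehicle-treated cells and 100% = reference agonist; values of inactives mirror those of a sister screen read the other way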
HTR5A ag – activates human HTR5A in OPRM1-OPRD1 agonist counter-screen; 340,000 tested, 0.61% active; AID 504692; activation, % at 9.3 µM; HTR5A agonist assay, luminescence, cell-based; P47898; in the data active = activation mostly above about 9.5%, no sharp cut-off; inactive = mostly below about 7.6%;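 note: 0% = cells with vehicle only and 100% = reference agonist; strong numbers were not always called active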
Target sequence (P47898 whole entry, looked up): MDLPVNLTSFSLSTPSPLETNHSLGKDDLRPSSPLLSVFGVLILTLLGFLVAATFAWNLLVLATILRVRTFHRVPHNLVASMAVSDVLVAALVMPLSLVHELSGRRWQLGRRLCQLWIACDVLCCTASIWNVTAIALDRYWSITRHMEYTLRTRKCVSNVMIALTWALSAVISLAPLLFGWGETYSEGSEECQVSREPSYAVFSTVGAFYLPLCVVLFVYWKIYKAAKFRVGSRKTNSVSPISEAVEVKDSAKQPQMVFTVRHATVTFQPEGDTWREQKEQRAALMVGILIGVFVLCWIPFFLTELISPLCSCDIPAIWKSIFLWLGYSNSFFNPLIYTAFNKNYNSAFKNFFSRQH
PfHsp90 set2 – growth inhibition of yeast expressing Plasmodium Hsp90; S. cerevisiae expressing PfHsp90, BacTiter-Glo ATP, 48 h; yeast lacking PDR1 and PDR3 efflux regulators; inhibition, % at 9.4 µM; 310,000 tested, 0.32% active; AID 504621;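 active = every replicate shows inhibition above about 80%, whatever the replicate mean, limit read from the data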;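 note: 0% = DMSO neutral controls and 100% = 20 µM radicicol positive controls; yeast relying on Plasmodium falciparum Hsp90 in place of its own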
PKA-R1A activ – PKA-R1A complex activation; P00514+P68181; PKA-R1A dissociation, Cy5-IP20 fluorescence polarization; scaled: DMSO 0%, 113 µM cGMP 100%; activation, % at 11.4 µM; 340,000 tested, 0.083% active;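 active = percent activation above the mean of all tested compounds plus 3 SD, cut at about 19% in these data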;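 note: higher means more PKAc released from R1A so a rise in polarization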
HTR5A inv ctr – inverse agonist of human HTR5A in OPRM1-OPRD1 counter-screen; P47898; HTR5A cell line, luminescence, inverse agonism; inhibition, % at 9.3 µM; 340,000 tested, 0.083% active; in the data active = inhibition mostly above about 23%, no sharp cut-off; inactive = mostly below about 18%;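 note: 0% = cells with DMSO and 100% = no-cell wells with DMSO; some compounds called inactive have numbers as strong as hits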
OPRM1-OPRD1 inv – inverse agonists of human mu-delta opioid receptor heterodimerization; P35372+P41143; cell-based MOR-DOR heterodimer luminescence, inverse agonism; inhibition, % at 9.3 µM; 340,000 tested, 0.21% active; AID 504357; in the data active = inhibition above about 22%, passing the limit was not always enough;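 note: 0% = cells with DMSO and 100% = wells without cells with DMSO; values of inactives mirror those of a sister screen read the other way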
AddAB inh – less growth of phage-infected E. coli with AddAB. E. coli expressing H. pylori AddAB, absorbance growth. 330,000 tested, 0.29% active. AID 435030. inhibition, % at 11.9 µM; in the data active = inhibition above about 12%;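 note: 0% = vehicle wells of infected cells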
E coli growth – counter-screen for AddAB inhibitors: E. coli growth inhibition; E. coli V3065 growth, OD600 absorbance, 18 h; inhibition, % at 11.9 µM; AID 449728; 330,000 tested, 0.27% active;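 active = inhibition above the campaign's mean inhibition across all tested compounds plus 3 SD, cut at about 9.9% in these data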;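 note: uninfected addAB+ strain grown without phage in ampicillin broth; 0% = DMSO wells and 100% = ciprofloxacin 0.95 µg/ml wells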
DSG3 Ab inh – human desmoglein-3 autoantibody binding inhibition | P32926 | 310,000 tested, 0.48% active | binding (percent of control), % at 10 µM | DSG3-coupled beads, scFv-anti-DSG3-GFP binding, flow cytometry; hits give low values;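 active = binding more than 3 SD below its plate's average and above zero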;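 note: hits lower antibody fragment binding to DSG3; some compounds called inactive have numbers as strong as hits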
Mot1-301 SUMO – SUMOylation pathway inhibition by Mot1-301 growth rescue; S. cerevisiae Mot1-301 growth rescue, ATP luminescence, 38.5C; percent above DMSO median, 100 means doubled; growth rescue, % at 18.8 µM; 320,000 tested, 1% active; AID 2716;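 active = every valid replicate shows activation above 250% relative to neutral control wells; inactive = the rest, any valid replicate at or below 250%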;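 note: OY570 slx delta 5 strain wells were the positive control but not used for scaling; some compounds called inactive have numbers as strong as hits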
Numbers without * were called inactive; x = no result given. This is a random part of the collection; 3.2% or so of the library scored in one or more.

SMILES	phage Ecoli inh	OPRM1-OPRD1 ag	HTR5A ag	PfHsp90 set2	PKA-R1A activ	HTR5A inv ctr	OPRM1-OPRD1 inv	AddAB inh	E coli growth	DSG3 Ab inh	Mot1-301 SUMO
CCCOc1ccc(C(=O)NNC(=S)NC(C)=O)cc1	6.8	-4.9	-2	17	0	9	24	3.7	-7.1	110	-21
COc1cc(C(=O)NCc2ccco2)cc(OC)c1OC	-0.5	-2.9	11	-8	-19	-7	18	1.0	-2.3	104	-9
CCN(CC)C1CCN(C(=O)c2ccc(OC3CCN(Cc4ccccn4)CC3)cc2)C1 (stereo unspecified)	1.6	-2.9	3	15	-8	-51	15	6.8	-0.1	99	10
COC(=O)CN1C2=NCCCN2c2ccccc21	3.4	-2.2	3	29	-3	5	11	2.0	2.1	89	4
COc1ccc(N2CCN(S(=O)(=O)c3cnc[nH]3)CC2)cc1	1.1	-2.1	2	0	6	-10	11	-0.3	-0.5	91	7
Cc1cc(C)cc(NC(=O)CSc2nc3[nH]ncc3c(=O)[nH]2)c1	1.7	-3.3	1	-9	-18	-2	16	1.8	2.7	111	0
CN(C(=O)CSc1n[nH]c(-c2cccs2)n1)C1CCS(=O)(=O)C1 (stereo unspecified)	4.5	-1.1	-6	2	-5	1	7	-0.5	0.3	99	4
Cc1cccc(C)c1NC(=O)CNC(=O)CCCc1c[nH]c2ccccc12	0.8	-4.6	-6	4	0	-20	25	-3.1	-1.3	103	-3
COc1ccc(C2OC(=O)CC2C(=O)NC2CCCCCC2)cc1OC (stereo unspecified)	3.3	-2.6	-2	x	-6	-15	15	-0.4	1.9	99	26
O=C(CCn1nnc2ccccc2c1=O)N[C@@H](Cc1c[nH]c2ccccc12)C(=O)O	5.4	-1.9	-4	12	-2	-12	10	-1.7	0.3	97	-1
CCCC1Cc2c(sc3nc(SC)nc(N)c23)CO1 (stereo unspecified)	3.9	7.2	2	30	8	-3	-38	1.0	-0.8	101	-6
COc1ccc(NC(=O)c2cc3c(CO)cnc(C)c3oc2=Nc2cccc(F)c2)c(OC)c1	-0.9	-1.9	-3	-34	5	11	8	0.1	-1.0	104	5
CC(Sc1nnc(N)s1)C(=O)Nc1ccc(N2CCOCC2)cc1 (stereo unspecified)	0.9	-0.2	-3	-2	6	10	1	2.3	-1.7	115	17
C=CCn1c(SCC(=O)NC23CC4CC(CC(C4)C2)C3)nc(O)cc1=O	2.7	-1.8	-1	-19	10	5	9	-0.3	-4.1	102	-8
CCCCNC(=O)N(O)C1N(/N=C/c2cccnc2)C(=S)SC1(C)C (stereo unspecified)	1.3	-4.0	-3	22	2	-8	21	2.8	2.1	113	-3
CC1(C)CC(N=Cc2c(O)n(Cc3ccc4c(c3)OCO4)c(=O)c3ccccc23)CC(C)(C)N1	1.5	-0.4	6	19	6	47	2	0.5	-1.1	110	-8
O=C(C[N+]1(CC#Cc2ccccc2)CCCCC1)c1ccc(Cl)cc1	4.3	-4.9	-1	15	-1	21	26	-1.9	0.4	110	44
COC(=O)c1ccccc1NC(=O)Cn1cnc2cc(C)c(C)cc21	2.2	x	x	10	-9	x	x	1.5	0.4	97	-18
Nc1ccnn1Cc1ccncc1	3.7	-1.4	-1	1	-1	-11	7	-1.9	-1.7	107	133
CCCCCN(C(=O)CCC(=O)OCC(=O)NCc1cccc(OC)c1)c1c(N)n(CCCC)c(=O)[nH]c1=O	0.7	-3.3	5	-13	6	-12	17	-0.9	2.6	96	-9
Cc1ccc(C2=[N+]([O-])C(C)N(O)C2(C)C)o1 (stereo unspecified)	0.2	-3.5	-2	-15	-1	2	15	2.1	-0.3	109	-10
Cc1cc(S(=O)(=O)N2c3ccc(F)cc3CCC2C)ccc1-n1cnnn1 (stereo unspecified)	2.0	-0.2	2	-13	2	-5	2	2.5	-1.1	x	98
Cc1c(C)c2cc(Cl)c(OCC(=O)N3CCN(c4ccc(F)cc4)CC3)cc2oc1=O	3.4	-2.7	2	-6	-3	-20	14	3.5	-0.3	98	-10
COc1ccc(N2C(=O)[C@@H]3[C@H](C2=O)[C@H]2c4ccccc4C=CN2[C@@H]3C(=O)Nc2ccccc2)cc1	-0.9	-0.6	-8	-12	3	8	3	2.6	-2.4	x	-17
Cc1cccnc1Sc1c([N+](=O)[O-])ncn1C	3.4	-3.2	0	x	-3	4	17	2.1	-0.1	98	x
COC(=O)C1CCN(C(=O)C2CCN(C(=O)[C@@H](NS(=O)(=O)c3ccc(C)cc3)C(C)C)CC2)CC1	-0.4	0.5	-4	1	3	-20	-3	3.4	-0.3	93	-19
CCN1CCN(c2c(Cl)cccc2NC(=O)c2ccc([N+](=O)[O-])cc2)CC1	2.2	2.1	2	14	1	2	-11	2.6	-0.1	99	1
CC(=O)c1ccc(N(C(=O)c2ccco2)C(C(=O)NC2CCCC2)c2ccc(N3CCOCC3)cc2)cc1 (stereo unspecified)	-0.1	-1.7	-6	-15	-14	18	12	-1.3	0.9	91	-20
CC(=O)Nc1ccc(S(=O)(=O)N(C)c2ccc(OCC(=O)OCC(=O)N3CCCCC3)cc2)cc1	0.5	-0.7	3	-15	0	-7	4	4.0	0.1	101	-10
Cc1ccc(-n2c(SCC(=O)NC3CCS(=O)(=O)C3)nc3ccccc3c2=O)cc1 (stereo unspecified)	3.6	-5.6	-2	2	5	8	27	-0.4	-0.2	101	1
Cn1c(=O)[nH]c(=O)c2c1nc(CN1CCN(c3cccc(Cl)c3)CC1)n2CCN1CCOCC1	0.9	x	x	19	-8	x	x	0.1	-1.0	104	6
O=C(Cc1ccccc1)Nc1nnc(-c2ccccc2)o1	-2.5	-0.6	2	-5	-13	-5	3	-1.4	-5.2	103	-7
CCCNC(=O)c1ccc(N2CCC3(CC2)CC(c2ccccc2)=NO3)c(NC(=O)c2cccc(OC)c2)c1	3.9	-0.1	8	1	0	-23	0	-0.5	-0.1	108	-7
C/C(=N\NC(=O)c1ccc(CN2CCOCC2)cc1)c1ccc([N+](=O)[O-])cc1	3.8	0.0	-1	11	-2	2	0	-2.0	-0.3	89	-6
CCCCCOc1ccc(C(=O)Nc2ccc(S(=O)(=O)Nc3cc(C)on3)cc2)cc1	-1.4	0.1	-1	-17	3	11	-1	3.3	-0.8	x	-5
CCOc1ncccc1C(=O)N(C)CC(=O)Nc1ccccc1SC	1.6	-0.2	1	9	7	-3	1	3.1	0.9	78	-4
Cc1ccc(SC(=O)COc2ccc(C)c(C)c2)cc1	0.8	5.5	2	17	4	-3	-28	1.0	-0.6	x	-4
O=C(NCc1ccc2c(c1)OCO2)C(=O)NCC1OCCN1S(=O)(=O)c1ccc(F)cc1 (stereo unspecified)	1.8	-0.5	0	-7	-3	7	2	0.2	1.1	110	-15
CC1(C)CC(=O)C(C=NCCc2ccc(S(N)(=O)=O)cc2)=C(O)C1	1.5	-1.6	6	x	5	2	7	0.5	0.5	105	0
CC1S/C(=C(\C#N)C(N)=O)N(c2ccc(F)cc2)C1=O (stereo unspecified)	2.5	-0.9	2	x	4	-31	5	5.6	-0.9	x	-6
O=C1C(=Cc2ccco2)CCC1=Cc1ccco1	2.6	-2.8	-1	47	1	2	15	x	x	130	x
CSc1ccc(/C=C(\C#N)C(=O)Nc2cccc(C)c2)cc1	1.9	2.3	7	2	2	-10	-12	1.5	-0.3	120	-12
CC(=O)c1cc2c(cc1NC(=O)CCc1ccccc1)OCO2	2.4	5.2	-4	14	1	4	-31	2.2	0.6	112	-2
COc1cccc2[nH]c3c(N4CCCCC4)ncnc3c12	4.0	-1.5	-2	-5	5	-3	8	1.5	2.9	100	-6
CN1CCN(c2ccc(NS(=O)(=O)c3ccc(Cl)cc3)cn2)CC1	2.4	-3.3	6	-30	-2	-15	17	-0.2	-1.4	99	-10
Cc1csc(SCC(=O)Nc2nc(-c3ccccc3)cs2)n1	3.1	0.3	0	16	-1	3	-1	2.9	2.0	x	104
O=C(Cn1ccc2ccccc2c1=O)NCCC(=O)Nc1ccc2c(c1)OCCO2	3.5	-1.6	-1	x	11	3	8	-1.2	-2.8	104	7
Cc1ccc2cn[nH]c2c1NC(N)=S	4.0	-0.8	2	-10	-1	8	4	0.4	-2.2	89	-13

Two compounds from above with just phage Ecoli inh, DSG3 Ab inh and PfHsp90 set2.
Compound	phage Ecoli inh	DSG3 Ab inh	PfHsp90 set2
CC1(C)CC(=O)C(C=NCCc2ccc(S(N)(=O)=O)cc2)=C(O)C1	1.5	105	x
Cc1ccc2cn[nH]c2c1NC(N)=S	4.0	89	-10

Next part.
SMILES	phage Ecoli inh	OPRM1-OPRD1 ag	HTR5A ag	PfHsp90 set2	PKA-R1A activ	HTR5A inv ctr	OPRM1-OPRD1 inv	AddAB inh	E coli growth	DSG3 Ab inh	Mot1-301 SUMO
Cc1nnc(SCC(=O)NC2CCCCC2)n(N)c1=O	x	-1.4	1	10	-4	14	7	0.2	-1.5	97	-10
O=C(COC(=O)c1ccc(Cl)nc1)NC(=O)c1ccccc1	2.6	-3.9	-6	6	-4	15	20	4.5	-0.6	101	-20
O=C(Cc1ccccc1)NC1CCN(S(=O)(=O)c2cccc(F)c2)CC1	2.3	-1.6	-1	-9	-10	16	9	2.8	-0.2	106	535
CC1(C(=O)O)CCC(C(=O)NNC(=O)c2ccccc2O)C1(C)C (stereo unspecified)	3.3	-2.2	1	-38	1	-4	10	-1.0	-1.0	95	4
Cc1nnc(NC(=O)C2c3ccccc3Oc3ccccc32)s1	3.9	-2.0	-5	-4	-20	3	12	1.9	-0.7	100	-14
COCC(=O)N1CCC(Oc2ccc(C(=O)N(C)C(C)c3ccon3)cc2)CC1 (stereo unspecified)	0.3	-1.8	2	-3	-5	-3	9	3.5	-1.4	106	4
COc1ccc(N2C(=O)c3ccccc3C2O)cc1 (stereo unspecified)	0.1	-2.0	-1	15	-3	5	9	1.6	0.5	92	113
CCC1=NN(C(=O)Cc2ccc(OC)c(OC)c2)C(O)(C(F)(F)F)C1 (stereo unspecified)	3.1	-0.6	0	13	0	-11	4	-1.4	1.6	98	9
Cc1cc2c(SCC(=O)N3CCN(c4ccccc4)CC3)ncnc2s1	1.6	-1.0	2	16	-5	4	7	-1.3	0.8	105	-14
CN(C)S(=O)(=O)c1cccc(NC(=S)NC2CCCCC2)c1	3.2	0.1	0	x	-8	-1	-1	2.4	0.6	121	5
Cc1cnc(C(=O)OCC(=O)c2ccccc2)cn1	3.8	-3.7	-7	x	-9	-12	20	-0.9	-0.5	90	-4
CCN(CC(=O)Nc1c(F)cccc1F)C(=O)/C=C/c1ccc2c(c1)OCO2	-0.4	-2.0	1	-10	-1	17	10	0.2	1.5	102	8
Cc1ccc(S(=O)(=O)/N=C(\CCl)N2CCOCC2)cc1	0.9	0.0	2	2	-9	-5	0	0.2	1.3	100	-15
CN1CCN(c2nc3c(c(=O)[nH]c(=O)n3C)n2Cc2ccc(Cl)cc2)CC1	1.1	-3.5	-3	-4	0	9	18	x	x	114	8
